KB-V1 MDR tox: qHTS assay for MDR1-selective chemotherapeutics: Primary screen using the drug-selected MDR subline cells KB-V1 | KB-V1 MDR cells viability, CellTiter-Glo, 72 h | Potency, µM (titrated, usually from 46.1 µM), for the others: top-dose activity change, negative = cytotoxicity, usual class: cytotoxic | actives 3.4% (n = 400,000); note: potency is the fitted concentration of half-maximal effect; % is set by controls: 0 for no effect and ±100 for the full control effect; nearly all actives have a fitted effect of over 60% in size
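Readout: CellTiter-Glo luminescence, 10 min after addition. Cells: KB-V1 MDR subline, 72 h at 37 degrees C with compound. Analysis: corrected, normalized data fitted to concentration-effect curves.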
GLP1R inv ag: qHTS of GLP-1 Receptor Inverse Agonists (Inhibition Mode); Glucagon-like peptide 1 receptor (Homo sapiens), P43220; HEK293 GLP-1R CRE-luciferase, luminescence, 24 h; GLP-1R form is constitutively active; Potency, µM (highest dose often 38.3 µM), without a hit: at the highest dose activity change, negative = inhibition, most hits filed as inhibitors; actives 1.6% (n = 410,000); AID 624417, 2012; note: potency is the fitted concentration of half-maximal effect; % is set by controls: 0 for no effect and ±100 for the full control effect; nearly all actives have a fitted effect of over 55% in size
Target sequence (P43220 whole entry, looked up): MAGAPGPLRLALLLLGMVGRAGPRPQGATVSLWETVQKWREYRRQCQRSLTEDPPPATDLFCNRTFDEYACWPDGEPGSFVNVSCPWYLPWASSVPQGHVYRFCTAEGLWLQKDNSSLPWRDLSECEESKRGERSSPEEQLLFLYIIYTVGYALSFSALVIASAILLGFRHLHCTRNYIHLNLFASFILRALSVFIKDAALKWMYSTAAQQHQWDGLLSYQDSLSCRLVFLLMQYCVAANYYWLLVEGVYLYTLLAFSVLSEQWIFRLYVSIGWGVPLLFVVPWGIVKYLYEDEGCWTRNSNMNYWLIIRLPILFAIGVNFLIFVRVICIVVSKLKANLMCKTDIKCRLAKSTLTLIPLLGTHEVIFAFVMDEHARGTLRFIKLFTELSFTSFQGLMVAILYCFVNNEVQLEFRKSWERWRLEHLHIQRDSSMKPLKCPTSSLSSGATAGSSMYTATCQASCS
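Inverse agonists were sought by their lowering of basal cAMP reporter luciferase output in HEK293 cells stably carrying constitutively active human GLP-1R, after 24 h compound treatment.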
aSyn yeast inh: qHTS of alpha-syn Inhibitors. Yeast expressing alpha-synuclein, growth rescue, BacTiter-Glo, 24 h. Potency, µM (highest dose often 46.1 µM), for the others: top-dose growth rescue (activation), most hits filed as activators. actives 0.14% (n = 370,000); note: potency is the fitted concentration of half-maximal effect; % of control where 0% means no effect; nearly all actives have a fitted effect of over 65% in size
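Galactose-induced alpha-syn yeast (OD600=0.02, raffinose-pregrown) + pinned cpd, 24 hr, 30 deg C; growth by BacTiter-Glo luminescence. Growth restoration scores as activation.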
GLP1R ag: qHTS of GLP-1 Receptor Agonists; Glucagon-like peptide 1 receptor (Homo sapiens), P43220; HEK293 GLP-1R CRE-luciferase, luminescence, 4-6 h; cells express a hypersensitive GLP-1R form; Potency, µM (top dose mostly 45.6 µM), for inactives: at the top dose activation, hits mostly activators; actives 0.007% (n = 380,000); AID 624172, 2012; note: potency is the fitted concentration of half-maximal effect; % of control where 0% means no effect
TDP43 rescue: qHTS of TDP-43 Inhibitors; TDP-43 expressing yeast growth rescue, BacTiter-Glo, 24 h; Potency, µM (top dose mostly 46.1 µM), without a hit: at the top dose growth rescue (activation), most hits filed as activators; AID 652104, 2013; actives 1.8% (n = 410,000); note: potency is the fitted concentration of half-maximal effect; % of control where 0% means no effect; nearly all actives have a fitted effect of over 50% in size
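Galactose-induced TDP-43 yeast, OD600=0.02, compound pinned; 24 hr, 30 deg C; BacTiter-Glo luminescence for growth. Inhibitors of TDP-43 toxicity read as activators.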
PTHR1 agonist: qHTS for PTHR1 Agonists: Primary Screen; Parathyroid hormone/parathyroid hormone-related peptide receptor (Homo sapiens), Q03431; HEK293 GP2 PTHR1 cells, GloSensor cAMP luminescence, 1 h; Potency, µM (top dose mostly 115 µM), without a hit: at the highest dose activation, usual class: activators; actives 0.075% (n = 410,000); AID 743266, 2014; note: potency is the fitted concentration of half-maximal effect; nearly all actives have a fitted effect of over 55% in size; some results filed as inactive show a strong effect at the top dose; inactives centre near -15; many of its hits are not listed in these tables
Target sequence (Q03431 whole entry, looked up): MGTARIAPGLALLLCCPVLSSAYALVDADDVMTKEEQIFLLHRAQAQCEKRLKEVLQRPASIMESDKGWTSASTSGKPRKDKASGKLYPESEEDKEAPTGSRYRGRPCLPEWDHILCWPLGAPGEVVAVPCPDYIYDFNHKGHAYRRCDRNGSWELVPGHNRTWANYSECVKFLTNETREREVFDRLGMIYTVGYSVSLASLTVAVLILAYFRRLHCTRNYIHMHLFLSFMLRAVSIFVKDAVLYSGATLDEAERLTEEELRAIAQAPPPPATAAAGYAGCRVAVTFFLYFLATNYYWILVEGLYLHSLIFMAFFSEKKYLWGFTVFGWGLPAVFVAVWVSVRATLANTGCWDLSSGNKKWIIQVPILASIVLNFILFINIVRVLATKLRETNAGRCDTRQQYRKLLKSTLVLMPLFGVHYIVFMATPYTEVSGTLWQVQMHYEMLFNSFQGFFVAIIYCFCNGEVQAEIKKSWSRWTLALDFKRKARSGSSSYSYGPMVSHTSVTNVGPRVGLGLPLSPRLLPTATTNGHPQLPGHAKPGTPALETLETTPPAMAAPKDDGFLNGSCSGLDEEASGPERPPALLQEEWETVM
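HEK-293-derived GP2 cells expressing PTHR1 and a GloSensor cAMP reporter, 3,000/well, plated overnight, given luciferin plus IBMX (each 0.5 mM as added) for 1 h at 37 °C, then compound for 1 h at 37 °C. Luminescence was read after 15 min at room temperature.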
DRD3 agonist: qHTS of D3 Dopamine Receptor Agonist: qHTS | actives 0.58% (n = 410,000) | D(3) dopamine receptor (Homo sapiens), P35462 | max activation, % | AID 652048, 2013 | D3R DiscoveRx beta-arrestin cells, luminescence, 90 min; in the data active = max activation above about 30%; note: 0% is about no effect; mostly tested at two doses, the higher about 12 µM
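Agonist-mode cell screen: cells plated at 1500/well and incubated overnight at 37 °C, then exposed to library compounds for 90 min at 37 °C. Detection reagent was added for 30–60 min at room temperature, and luminescence was read.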
GLP1R cytotox: qHTS of GLP-1 Receptor Inverse Agonists: Cytotox Screen. actives 0.13% (n = 410,000). AID 624418, 2012. Potency, µM (top dose mostly 38.3 µM), for the others: at the top dose activity change, negative = inhibition, most hits filed as inhibitors. HEK293 cAMP-luciferase reporter cells, luminescence, 24 h;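 note: loss of luciferase light is scored as toxicity; potency is the fitted concentration of half-maximal effect; % is set by controls: 0 for no effect and ±100 for the full control effect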
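Compound-treated cells are incubated 24 hr at 37 deg C under 5% CO2 after a 12 hour attachment period, then luciferase detection reagent is added and luminescence is measured following 12 min at room temperature; lowered signal indicates toxicity.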
DRD3 antagonist: qHTS of D3 Dopamine Receptor Antagonist: qHTS | D(3) dopamine receptor (Homo sapiens), P35462 | D3R cells, DiscoveRx beta-arrestin luminescence, antagonist mode; hits give low values | max response, negative = inhibition, % | actives 2.5% (n = 360,000); in the data active = max response below about -50%; inconclusive = no clear call, values can overlap the other calls; note: % is set by controls: 0 for no effect and ±100 for the full control effect; mostly tested at two doses, the higher about 12 µM
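Cells expressing the human receptor were seeded at 1500 cells/well, incubated overnight at 37 degrees C in 5% CO2, then exposed to library compounds with dopamine controls for 90 minutes at 37 degrees C before luminescent detection.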
* = called active by the depositor; i = inactive; ? = inconclusive; nt = no result given; [ ] = dose if it differs, or a comment. Unless noted, calls come from the whole dose curve; as a rule, active = well fitted curve in the direction sought with a large enough effect; inconclusive = small, poorly fitted or top-dose-only effect, or another doubt; inactive = no such curve, though single readings can be large; an effect the other way counts as inactive or inconclusive. The list is partial; rates above refer to the full screens.

Each structure is followed by: KB-V1 MDR tox | GLP1R inv ag | aSyn yeast inh | GLP1R ag | TDP43 rescue | PTHR1 agonist | DRD3 agonist | GLP1R cytotox | DRD3 antagonist
#1 O=C(CNC(=O)c1cccc(Br)c1)N/N=C/c1cccnc1
→ ? | 30%[activator] | 1% | -3% | -4% | -26% | -6 | -3% | -5
#2 N#Cc1ccc(Oc2cccc3cccnc23)c([N+](=O)[O-])c1
→ 21µM* | 1% | 0% | 27% | 28% | i | 1 | 44%[activator] | 8
#3 C/C(=N\NC(=O)c1ccc(CSc2nncn2C)cc1)c1ccc(C#N)cc1
→ -2% | 13% | -6% | 4% | 3% | -4% | -7 | 9% | 6
#4 Cc1[nH]c(=O)c(C#N)c(C)c1CCC(=O)NCc1cccc(C(F)(F)F)c1
→ -6% | 45%[activator] | -6% | 8% | -24% | i | -6 | 19% | 7
#5 CCN(CCCCCN(C)C)Cc1cc2ccccc2o1
→ -6% | ? | -1% | 3% | -4% | i | -15 | -9% | -11
#6 O=C(O)C1CCN(C(=O)c2ccc(S(=O)(=O)N3CCCCCC3)cc2)CC1
→ 13% | 2% | 3% | 7% | 0% | -20% | 2 | 4% | -1
#7 CCOC(=O)c1ccc(NC(=O)CCOc2ccccc2)cc1
→ -22% | ? | -2% | 7% | 27% | -11% | 6 | -5% | 32
#8 CCOC(=O)C1=C(C)NC2=C(C(=O)C(C(=O)OCC)C(c3ccccc3OC)C2)C1c1ccccn1 (stereo not given)
→ 6% | -47% | 6% | 2% | 5% | -2% | -7 | 93%[activator] | ?
#9 COc1ccc(/C=C(\NC(=O)c2ccccc2)C(=O)N2CCN(C)CC2)cc1
→ -13% | -7% | -9% | 1% | -2% | -10% | -6 | -6% | 5
#10 COc1ccc(NC(=O)CNc2ccc(C#N)cc2)cc1
→ 1% | 10% | 0% | 14% | -6%[1.82 µM] | i | 4 | 1% | 3
#11 CCOc1cc(CNc2ccc(O)cc2)cc(Cl)c1OCc1ccccc1
→ 9% | 11% | nt | nt | ? | -70%[inhibitor] | -8 | -8% | nt
#12 CCOc1cc(/C=N/Nc2nc(-c3cccc(S(=O)(=O)N4CCCC4)c3)cs2)ccc1O
→ 13µM* | -7% | -8% | -17% | 9% | -34%[inhibitor] | 15 | -9% | 60
#13 Cc1ccc2nc3c(cc(C(=O)NCC4CCCO4)c(=N)n3CCCOC(C)C)c(=O)n2c1 (stereo not given)
→ -13% | 0% | -2% | -5% | -12% | i | -3 | i | 2
#14 O=C(CSc1ncc(S(=O)(=O)c2ccc(Cl)cc2)c(=O)[nH]1)Nc1cccc(C(F)(F)F)c1
→ 4% | -3% | nt | nt | 19% | i | -1 | 0% | nt
#15 CC(C)(C)n1nc2c(c1NC(=O)c1ccc([N+](=O)[O-])cc1)CS(=O)(=O)C2
→ -3% | 9% | -8% | 10% | -3% | -3% | -2 | -17% | -19
#16 O=C(CC(c1ccccc1)c1cc(Cl)ccc1O)NCCN1CCOCC1 (stereo not given)
→ 5% | -16% | 5% | 5% | 7% | -1% | -16 | 5% | -28
#17 O=C(Cc1ccc([N+](=O)[O-])cc1)N1CCCCCC1
→ -14% | -6%[7.66 µM] | -7% | 2% | -11%[9.22 µM] | ? | -5 | 13%[7.66 µM] | -15
#18 COc1ccccc1NC(=O)C1=C(C)Nc2c(C(=O)Nc3cccc(C)c3)cnn2C1c1ccccc1Cl (stereo not given)
→ nt | ? | nt | nt | 0% | 8% | 1 | -8% | nt
#19 COc1ccc2c(-c3ccccc3)cc3nnnn3c2c1
→ -25% | 130%[activator] | -4% | 10% | ? | -38%[inhibitor] | -2 | -3% | -13
#20 COc1ccc(CN(C)C(=O)c2ccc(NS(=O)(=O)c3ccc(C)c([N+](=O)[O-])c3)cc2)c(OC)c1OC
→ -23% | 57%[activator] | -6% | ? | 13% | -63%[inhibitor] | -16 | -2% | ?
#21 Cc1nc2c(-c3ccccc3)c(C)[nH]n2c(=O)c1Cc1ccccc1
→ ? | ? | 1% | 1% | 9% | -36%[inhibitor] | 0 | -1% | 8
#22 CC1=C(C#N)C(=O)OC(C)(C)C1
→ 9% | -21% | -12% | -1% | -7% | -1%[57.5 µM] | 3 | -1% | 27
#23 Cc1csc(SCC(=O)Nc2oc(C)c3c(C)n[nH]c(=O)c23)n1
→ 20% | 14% | 1% | 8% | 8% | i | -7 | 7% | 1
#24 CCSC1=NCCN1C(=O)Cc1ccc(-c2ccccc2)cc1
→ -14% | 17% | 5% | 9% | 14µM* | -26% | 6 | 11% | 6
#25 CC(C)CNC(=S)NNC(=O)c1csc2c1CCCC2
→ 6% | -9% | -1% | 2% | 1% | -22% | -17 | -27% | -57*
#26 COCc1cc(C)nc(OC)c1C(N)=O
→ 0% | 8% | 1% | -1% | -13% | i | -11 | 0% | 0
#27 CCCCOc1ccc(/C=C/C(=O)OCC(=O)N2CC(=O)Nc3ccccc32)cc1OCC
→ ? | ? | -1% | -2% | 12% | -33% | 6 | ? | 2
#28 O=C(O/N=C1\CCCc2ccccc21)C1CC1
→ -4% | 3% | -17% | -17% | -2% | i | -10 | -1% | 0
#29 Cc1ccc(N(C(=O)C(F)(F)F)C(C(=O)NC2CCCCC2)c2cccs2)cc1C (stereo not given)
→ -8% | -10% | -1% | -9% | -6% | -35%[inhibitor][57.5 µM] | -4 | ? | 10
#30 Cc1nn(-c2ccccc2)c2c1C(c1cccnc1)N1C=C(S(=O)(=O)N3CCCCC3)C=CC1=N2 (stereo not given)
→ ? | 79%[activator] | -1% | 5% | 10% | -3% | 1 | 1% | -5
#31 CN(CCCC1CCCC1)C(=O)CC1C(=O)NCCN1Cc1cccc(F)c1F (stereo not given)
→ -23% | ? | 4% | 18% | 1% | i | 3 | 0% | 14
#32 CCOC(=O)c1sc2nc(Cc3ccc(Cl)cc3)[nH]c(=S)c2c1C
→ 0% | 15% | 2% | -8% | 12% | -14% | -15 | 8% | 3
#33 CCC(CC)C(=O)N1N=C(c2ccc(NS(C)(=O)=O)cc2)CC1c1ccc(C)cc1 (stereo not given)
→ 18µM* | 8.9µM* | 7% | 15% | 23% | i | 4 | -27% | -15
#34 COC(=O)c1c(Cc2ccccc2Cl)c[nH]c1C
→ 0% | ? | 1% | 8% | ? | -17% | 3 | -6% | 6
#35 O=C(COC(=O)c1ccc(Cl)c(S(=O)(=O)N2CCCCC2)c1)NCCc1ccccc1
→ 21% | -11% | 1% | 6% | 16% | -12% | -4 | 5% | 0
#36 CCCCCN(C(=O)CCC(=O)OCc1cccc(C(F)(F)F)c1)c1c(N)n(CCCC)c(=O)[nH]c1=O
→ 3% | -23% | -3% | 9% | 2% | i | -5 | 0% | -6
#37 COc1ccc(C(=O)OCC(=O)c2ccc(S(=O)(=O)N3CCCCC3)cc2)c(OC)c1
→ -11% | ? | 0% | 0% | -9% | -1% | 0 | 8% | 18
#38 CCCCOCCCNC(=O)c1cccc(OC)c1
→ -5% | 36%[activator] | -3% | 3% | -13% | -13% | -5 | 72%[activator] | -25
#39 Cc1c(Cl)cccc1NC(=O)c1cc(-c2cccs2)on1
→ 11% | -2% | nt | nt | 11% | -61%[inhibitor] | 1 | 1% | nt
#40 O=S(=O)(c1ccc(N2CCCC2)nc1)N1CCOCC1
→ 0% | 16% | 14% | 0% | 19% | i | -2 | 1% | -5
#41 Cc1cc(-c2onc3ccc(Cl)cc23)ccc1O
→ 4% | ? | 4% | 6% | ? | i | 7 | 175%[activator] | 15
#42 Cc1cc(NC(=O)CN2CCN(c3ccccc3O)CC2)no1
→ -29% | -16% | -2% | 1% | -14% | i | -17 | 10% | ?
#43 CN(C(=O)COC(=O)c1cc(F)c(F)cc1Cl)c1ccccc1
→ -4% | 1% | 2% | 16% | 10% | -2% | 1 | 2% | 8
#44 O=C(O)c1cc(N/N=C/c2ccc(-c3ccc(F)cc3)o2)ccc1Cl
→ 19% | 16% | -6% | -2% | 10% | -10% | -7 | -16% | 11
#45 O=C(COC(=O)C12CC3CC(CC(C3)C1)C2)Nc1ccc([N+](=O)[O-])cc1Br
→ 0% | 5% | 7% | 11% | 5% | i | -4 | 0% | -6
#46 COc1ccc(C(=O)/C=C2/Sc3cc4c(cc3N2C)OCO4)cc1
→ 0% | 18% | -2% | -1% | -23% | 20% | -9 | 101%[activator] | 0
#47 O=C(NCCc1ccccc1)c1cnc2sc(N3CCCCCC3)nn2c1=O
→ nt | 6% | nt | nt | 18% | i | 1 | -4% | nt
#48 O=C(COc1ccc(S(=O)(=O)N2CCOCC2)cc1Cl)NCCCn1ccnc1
→ 23% | -18% | 1% | 8% | -19% | -9% | 24 | -8% | 15
#49 COC(=O)c1cc(C(=O)OC)n(Cc2ccc(F)cc2)c1C
→ 4% | ? | -1% | 10% | 23% | i | -9 | 0% | -12
#50 CC(=O)CSc1nc(C(F)(F)F)cc(=O)n1-c1ccccc1
→ -16% | 58%[activator] | 0% | 7% | -17% | -1%[57.5 µM] | 24 | -13% | 28
#51 COc1ccccc1C(=O)N1CCCC1(C#N)c1ccccc1 (stereo not given)
→ -21% | -12% | -8% | 0% | -14% | -1%[57.5 µM] | 5 | -2% | -1
#52 O=C(COC(=O)C1=COCCO1)Nc1ccccc1OC(F)F
→ -4% | 6% | 3% | 6% | -2% | i | 2 | 0% | 0
#53 COc1ccccc1NC(=O)CN(c1ccc(C(C)C)cc1)S(=O)(=O)c1c(C)noc1C
→ -7% | ? | nt | -3% | -2% | -13% | 1 | 3% | nt
